HUVEC prolif 384 – blocks proliferation of human endothelial cells; viability, % at 10 µM (by protocol); HUVEC proliferation, CellTiter-Glo luminescence, 72 h; stronger effect = lower value; 86,000 tested, 1.1% active; AID 648;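 active means viability at or below 30%; inactive means viability above 30%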;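 further: 100% = median luminescence of DMSO-only cell control wells on each plate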
Smad3 inh – inhibitors of human Smad3 transcription factor binding. P84022. TR-FRET Smad3/Dy647-FoxH1 peptide binding, europium anti-His. inhibition, % at 25 µM. 88,000 tested, 0.29% active;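 active means compounds that reduce the energy-transfer binding signal between the protein and its labelled peptide by more than half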;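 further: 0% = Smad3 plus labelled peptide maximal FRET and 100% = peptide-only background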
F-actin modifier – alters cytoskeleton assembly in HUVEC cells; 91,000 tested, 0.18% active; HUVEC TNFa F-actin phalloidin imaging, high content; inhibition, % at 2 µM;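 active means inhibition above the batch mean plus 3 SD and confirmed as a hit by visual image inspection, cut at about 30% in these data, passing the limit was not always enough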; further: strong numbers were not always called active
HUVEC tox TNFa – toxic to HUVEC cells under TNF alpha stimulation; HUVEC TNFalpha-stimulated, Hoechst cell count, imaging; cell count reduction, % at 2 µM; 93,000 tested, 0.17% active; AID 848;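 active means cell count reduction exceeding the screen mean by over 5 SD, scaled to untreated wells per plate, cut at about 78% in these data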;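 further: cells counted after 24 h of TNF alpha exposure following the 1 h pretreatment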
Lung fibro prol – blocks proliferation of human lung fibroblasts. AID 719. LL 47 human lung fibroblast viability, ATP luminescence; stronger effect = lower value. 85,000 tested, 1.1% active. viability, % at 10 µM;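 active means viability at or below 50% in the single dose screen; inactive means viability above 50%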;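 further: compound exposure lasted 72 h before the ATP readout; 100% = median luminescence of untreated cell-only wells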
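Test system: LL 47 human lung fibroblasts / Incubation: 72 h compound exposure at 37 °C after overnight plating / Technique: luminescent ATP detection, CellTiter-Glo / Compound dosing: 0.1% DMSO in all compound wells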
H69AR inhibit – growth inhibitors of human H69AR lung tumor cells; H69AR lung tumor viability, ATP luminescence, 72 h; stronger effect = lower value; viability, % at 10 µM; 85,000 tested, 6% active;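 active means viability at or below 40%; inactive means viability above 40%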;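 further: multidrug resistant small cell line overexpressing MRP-1 efflux transporter; 100% = mean luminescence of untreated control wells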
Pyk2 oligo antag – antagonists of human Pyk2 oligomerization; Q14289; Q293 cells, Pyk2 FERM NanoBiT luminescence; stronger effect = lower value; z-score (the deposit names both 25 µM and 10 µM); 99,000 tested, 0.83% active; AID 1347419;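 active means Z-score of -3 or lower, scaled per plate to the spread of control and sample wells; inactive means z-score above -3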;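 further: negative z-score means lost luminescence so less FERM oligomerization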
Target sequence (Q14289 whole entry, looked up): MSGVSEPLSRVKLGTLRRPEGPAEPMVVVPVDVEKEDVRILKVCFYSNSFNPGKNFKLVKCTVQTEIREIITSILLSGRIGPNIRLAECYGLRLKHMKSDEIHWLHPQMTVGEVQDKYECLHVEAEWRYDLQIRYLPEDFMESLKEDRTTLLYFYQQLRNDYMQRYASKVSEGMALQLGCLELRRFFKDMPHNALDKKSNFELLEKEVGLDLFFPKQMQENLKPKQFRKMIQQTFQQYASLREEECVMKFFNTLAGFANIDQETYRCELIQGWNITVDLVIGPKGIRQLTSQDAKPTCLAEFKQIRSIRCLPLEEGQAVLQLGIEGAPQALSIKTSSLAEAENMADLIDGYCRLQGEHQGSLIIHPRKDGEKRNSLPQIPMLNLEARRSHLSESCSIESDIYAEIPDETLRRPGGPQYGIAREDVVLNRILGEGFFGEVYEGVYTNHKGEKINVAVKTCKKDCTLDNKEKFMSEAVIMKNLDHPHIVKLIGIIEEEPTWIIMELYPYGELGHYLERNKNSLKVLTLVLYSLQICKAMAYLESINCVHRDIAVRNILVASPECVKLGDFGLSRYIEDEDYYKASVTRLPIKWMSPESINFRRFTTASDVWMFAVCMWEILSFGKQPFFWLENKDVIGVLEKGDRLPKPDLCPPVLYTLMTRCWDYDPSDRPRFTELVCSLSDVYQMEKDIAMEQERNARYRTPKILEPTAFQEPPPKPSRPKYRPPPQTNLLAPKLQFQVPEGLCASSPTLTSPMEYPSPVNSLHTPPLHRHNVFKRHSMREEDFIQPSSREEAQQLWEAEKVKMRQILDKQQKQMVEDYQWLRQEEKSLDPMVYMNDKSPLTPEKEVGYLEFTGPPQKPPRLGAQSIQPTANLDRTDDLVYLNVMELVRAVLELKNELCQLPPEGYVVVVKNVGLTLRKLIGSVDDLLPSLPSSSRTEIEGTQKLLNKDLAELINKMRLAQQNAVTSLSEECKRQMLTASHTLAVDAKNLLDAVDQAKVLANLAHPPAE
VCAM1 TNFa inh – reduces TNF alpha induced VCAM1 expression in HUVEC. 95,000 tested, 0.48% active. inhibition, % at 2 µM. HUVEC TNFa-induced VCAM-1 immunofluorescence, high-content imaging. AID 802;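 active means inhibition above the batch mean plus 3 SD, with images confirmed as a hit by eye, cut at about 37% in these data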;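 further: 0% = TNF-stimulated DMSO wells and 100% = unstimulated control wells; not every result past the cut was called active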
IL1B cytotox – toxic to HUVEC cells under IL-1B stimulation. HUVEC cell count loss, Hoechst imaging, IL-1B stimulated. cell count reduction, % at 2 µM. 94,000 tested, 0.41% active;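 active means cell count reduction more than 3 SD above the screen-wide mean, cut at about 70% in these data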;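 further: normalized per plate to untreated control cells as the no-loss baseline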
* hit, by the source's call; / = not tested or not shown; [ ] = remark or other dose. This is a subset (hit frequency here may not be typical).

SMILES	HUVEC prolif 384	Smad3 inh	F-actin modifier	HUVEC tox TNFa	Lung fibro prol	H69AR inhibit	Pyk2 oligo antag	VCAM1 TNFa inh	IL1B cytotox
CC(C)Cn1cc(C(=O)N2CCC3(CC2)OCCO3)c2c3ccccc3n(C)c2c1=O	90	16[fluorescence artefact?]	-2	-13	120	65	0.12	-13	-11
CNP1(NC)=Nc2nn(-c3ccccc3)c(N)c2C(c2ccccc2)=N1	95	-6	16	-20	99	85	-0.09	14	-3
Cc1cc(C)c(S(=O)(=O)NCC2CCC(C(=O)N3CCC4(CC3)OCCO4)CC2)c(C)c1 (centres undefined)	95	-4	8	-3	109	63	-0.36	18	10
CCOC(=O)C1SC2(C(F)(F)C(F)F)CC1(O)c1c(c(OC)c3occc3c1OC)O2 (centres undefined)	/	/	-2	-34	/	/	-1.1	-24	-2
COC(=O)c1cc(COc2cc(C)cc3oc(=O)c4c(c23)CCC4)c(C)o1	89	3	/	/	96	92	/	/	/
O=C(Cc1ccccc1)Oc1ccc(N2C(=O)C3CCCCC3C2=O)cc1 (centres undefined)	106	3	-10	-18	100	89	0.96	-13	-53
O=C(N/N=C1/CN2CCC1CC2)c1cc2ccccc2cc1O	108	2	25	-10	75	37*	-0.54	3	5
CC(C(=O)Nc1ccc(Br)cc1C(=O)c1ccccc1)N1CCCCC1 (centres undefined)	/	/	20	-9	/	/	1.3	2	-6
Cc1nc2cc(C(F)(F)F)ccc2n1C1CCN(Cc2nnnn2CCc2ccccc2)CC1	85	2	-10	-24	97	50	-0.68	2	38
O=C(C1CC(=O)N(C2CCCC2)C1)N1CCC2(CC1)OCCO2 (centres undefined)	98	-15	-3	-20	106	102	0.18	-8	-35
O=C(Nc1ccccc1OC(=O)N1CCOCC1)N1CCOCC1	98	-9	-1	0	94	91	0.4	35	-22
CCN1CCN(Cc2nnnn2C(C)(C)C)CC1	87	-1	-2	-18	101	91	/	11	-51
CC(C)OC(=O)C1C(=O)NC2(C)CC1c1ccccc1O2 (centres undefined)	98	-3	-13	-13	101	99	0.34	-10	-7
O=C1NC(=O)N(c2ccc3c(c2)OCO3)C(=O)/C1=C/c1ccc(N2CCCCC2)o1	/	/	-12	-35	/	/	0.27	14	-23
CCN1CCN(Cc2ccccc2C)CC1	95	5	/	/	94	95	0.68	/	/
COc1ccc2[nH]cc(CCN(C)C)c2c1	106	7	/	/	102	90	/	/	/
O=C(CN1C(=O)CN=C(c2ccccc2Cl)c2cc(Cl)ccc21)NCc1ccco1	103	7	32	-4	102	58	-0.6	3	-8
C[N+]12CN3CN(CN(C3)C1)C2	95	-4	20	4	102	/	0.38	15	-8
OCC12CO[C@@H]3c4ccccc4[C@H](OC1)N32 (some centres undefined)	95	2	-9	-14	97	96	0.28	4	5
CCCCn1c(O)c(C(C)=NCc2ccc(F)cc2)c(=O)[nH]c1=O	88	26[fluorescence artefact?]	11	-35	106	74	0.06	4	-8
Cc1ccc(C(=O)C2CN(C)CC2C(=O)c2ccc(C)cc2)cc1 (centres undefined)	/	/	-2	-25	/	/	-0.65	-6	-4
O=c1c2ccccc2nc(-c2ccco2)n1-c1ccncc1	91	-5	26	1	97	91	0.47	-18	-2
O=c1[nH]c(=S)n(CCC2=CCCCC2)c(O)c1C=NCCCn1ccnc1	102	17[fluorescence artefact?]	-4	-21	99	80	0.12	5	-20
Cc1ccccc1-n1c(O)c(C=Nc2ccc(N(C)C)cc2)c(=O)[nH]c1=O	86	5	15	-24	108	44	-1	11	-4
CC(C)COc1ccc(C2(C#N)CC[N+](C)(C)CC2)cc1	/	/	-21	10	/	/	-0.7	5	-10
CNCCc1nc(N)n[nH]1	91	0[fluorescence artefact?]	-34	/	104	82	0.54	18	-10
CCCCn1c(O)c(C(C)=NCCc2ccccc2)c(=O)[nH]c1=O	100	-5	-18	-3	100	86	-1.4	12	-37
CCS(=O)(=O)N1CCC(C(=O)N2CCC3(CC2)OCCO3)CC1	108	-10	15	-56	115	104	-0.16	8	-29
O=C(c1cc2c(s1)-c1ccccc1OC2)N1CCC2(CC1)OCCO2	/	/	-14	-28	/	/	-1.3	22	-33
CCCCCSc1cc(OC)c(CCNC)cc1OC	/	/	-9	-3	/	/	0.68	-22	-4
Cc1ccc(N2C(=O)/C(=C/c3ccc(CN(CCC#N)S(C)(=O)=O)o3)C(=O)NC2=S)cc1C	/	/	48	-36	/	/	/	15	-38
OC(c1ccccc1)(c1ccccc1)C1CCNCC1	93	-6	-14	-11	101	95	/	14	-10
CN1C(=O)c2ccccc2Sc2ccc(C(=O)N3CCC4(CC3)OCCO4)cc21	91	-7	-8	-5	101	80	1.1	8	-3
Cc1ccc(-n2c(-c3cccs3)nc3ccccc3c2=O)cc1	/	/	-16	-2	/	/	-1.3	4	-4
O=C(NCc1ccccn1)c1ccccc1Cl	86	5	-8	-10	96	91	0.29	11	-33
C=CCN1C(=O)NC(=O)/C(=C/c2cnc(SC)nc2)C1=O	/	/	-5	-6	/	/	0.2	8	-34
CC/C(=C\C=C\[C@@H]1C=C[C@@H]2CCC[C@H]2[C@@H]1C(=O)c1ccc[nH]1)[C@@H]1O[C@@H]([C@@H](C)C(=O)O)CC[C@@H]1C	12*	1	12	17	38*	15*	/	-5	-28
CN(C)C(=O)Oc1cccc2c(OC(=O)N(C)C)cccc12	92	5	/	-28	92	96	0.5	14	-9
O=C(CNS(=O)(=O)c1cccs1)N1CCC2(CC1)OCCO2	85	13	-14	-4	99	93	0.02	0	-8
COc1ccc(CC[n+]2cc(/N=C(\C)[O-])on2)cc1OC	101	-3	17	-19	94	81	-0.08	23	-20
C=CCn1c(O)c(C(CC)=Nc2ccc(N(CC)CC)cc2)c(=O)[nH]c1=O	/	/	16	-31	/	/	0	1	-2
Cc1cc(C)nc(-n2c(C)nc3cc(Cl)ccc3c2=O)c1	97	-13	-17	8	109	84	-0.2	-7	-5
N#CC1=C(N)Oc2c(c(=O)oc3ccccc23)C1c1cccnc1 (centres undefined)	90	5	/	/	97	92	-0.94	/	/
CC(C)[C@@]1(NC(=O)[C@@H]2C=C3c4cccc5[nH]cc(c45)C[C@H]3N(C)C2)O[C@@]2(O)[C@@H]3CCCN3C(=O)[C@H](Cc3ccccc3)N2C1=O	76	9	/	/	94	71	/	/	/
O=c1[nH]c(=O)n(CCc2ccccc2)c(O)c1C=NCCN1CCNCC1	101	-9	-17	/	101	93	1.5	-47	-9
COc1ccc(C(=O)C2(C)N(O)C(C)C(c3cccs3)=[N+]2[O-])cc1 (centres undefined)	/	/	-38	-12	/	/	-0.15	-4	1
C=CCn1c(O)c(C(C)=NCc2ccco2)c(=O)[nH]c1=O	87	-35	-7	5	95	80	0.51	6	-1
CCCc1nc2ccccc2c(=O)n1-c1ccc(OC)cc1	99	11	1	-5	99	77	0.37	-1	-4
C=CCn1c(O)c(C(C)=NCCC2=CCCCC2)c(=O)[nH]c1=O	93	7	-23	6	96	73	-0.67	-5	-85
CN1CCc2nc3sc(C#N)c(N)c3c(-c3cccs3)c2C1	109	-3[fluorescence artefact?]	-27	74	110	61	-0.42	90*	20
CC(=O)C1C(=O)NC23CCCCC2C1c1ccccc1O3 (centres undefined)	113	3	5	-30	96	88	-0.11	13	-19
COc1ccc(C2SCC(=O)Nc3c2c(C)nn3-c2ccccc2)cc1OC (centres undefined)	97	-12	-15	1	96	91	-0.14	19	0
O=C1CCCN1C(=O)c1cncc(Br)c1	93	1	6	-19	87	90	0.59	23	6
CCSc1nnc(C(N)Cc2ccccc2)o1 (centres undefined)	107	5	-11	6	115	101	-0.2	17	7
O=C1NC(=O)C(CCc2ccncc2)(c2ccccc2)C(=O)N1	/	/	10	-18	/	/	-1.1	13	-23
Cc1cc(C)c(C2=NOC(O)(C(F)(F)F)C2)c(=O)[nH]1 (centres undefined)	96	-1	33	-18	103	98	1.3	-10	0
COc1ccc(C(CC(=O)N2CCC3(CC2)OCCO3)NS(=O)(=O)c2ccc(OC)cc2)cc1 (centres undefined)	85	6	/	/	89	92	0.57	/	/
O=C(c1cc(Br)ccc1Cl)N1CCC2(CC1)OCCO2	96	1	-21	-1	103	97	-0.98	10	-102
O=c1[nH]c(=O)n(CCc2ccccc2)c(O)c1C=NCc1ccc2c(c1)OCO2	71	9	-5	-9	80	35*	-0.51	8	-9
FC(F)(F)c1ccc2c(c1)ncn2C1CCN(Cc2nnnn2C2CCCCC2)CC1	85	0	7	-6	96	37*	0.11	8	5
Later entries.
SMILES	HUVEC prolif 384	Smad3 inh	F-actin modifier	HUVEC tox TNFa	Lung fibro prol	H69AR inhibit	Pyk2 oligo antag	VCAM1 TNFa inh	IL1B cytotox
CC[N+](CC)(CC)CCCCCCCCCC[N+](CC)(CC)CC	98	16	-4	4	97	94	-0.34	-14	9
O=P(O)(O)C#Cc1ccccc1	86	7	/	/	106	81	/	/	/
CN(C)c1ccc2c(c1)N=C(c1ccco1)OP2(=S)N1CCOCC1 (centres undefined)	85	7	-19	-1	102	66	-0.13	-8	0
CC(=NCc1ccc(F)cc1)c1c(O)n(C)c(=O)n(C)c1=O	57	3	20	-22	98	90	0.54	-6	-25
COc1ccc2c(c1)CC1(CN2C)C(=O)NC(=O)N(c2ccc(F)cc2)C1=O (centres undefined)	90	-2	-29	26	101	92	-0.46	51	25
Cc1ccc(Cn2nnnc2CN2CCC(n3nnc4ccccc43)CC2)cc1	79	5	/	/	80	65	0.17	/	/
Cn1c(O)c(C(c2ccccn2)c2c(O)n(C)c(=S)[nH]c2=O)c(=O)[nH]c1=S	/	/	/	5	/	/	-0.35	1	91*
O=C(Cn1cnc2ccccc2c1=O)NCCC(=O)N1CCC2(CC1)OCCO2	105	3	4	28	105	93	-0.28	-2	7
CC(Cc1ccccc1)[n+]1cc(/N=C(\[O-])Nc2ccccc2)on1 (centres undefined)	99	6	4	-2	98	71	0.1	14	2
COc1ccc(OP(=O)(Nc2ccccc2)Nc2ccccc2)cc1	/	/	-4	-11	/	/	-0.59	-5	-19
CC1(C)COC(Nc2cccc(Cl)c2)=N1	101	2	-6	-14	104	87	0.43	-18	-6
CCCCCCn1c(=O)c(C(=O)Nc2ccncc2)c(O)c2ccccc21	63	27[fluorescence artefact?]	/	/	55	12*	/	/	/
CCCCN1CCC(C#N)(Nc2ccccc2)CC1	96	-9	20	-11	108	104	-0.22	-39	12
CCOC(=O)C1=C(C)OC(N)=C(C#N)C12C(=O)Nc1ccc(C)cc12 (centres undefined)	96	4	-9	-18	104	92	0.09	-3	-26
COc1ccccc1-n1c(O)c(C=Nc2c(C)n(C)n(-c3ccccc3)c2=O)c(=O)[nH]c1=O	87	-3	/	/	95	102	-0.34	/	/
CCC(C)NC(=O)c1c(N)n(Cc2ccc3c(c2)OCO3)c2nc3ccccc3nc12 (centres undefined)	/	/	4	-61	/	/	-0.47	-35	-34

Of the compounds above, 3 have bromine.
SMILES	HUVEC prolif 384	Smad3 inh	F-actin modifier	HUVEC tox TNFa	Lung fibro prol	H69AR inhibit	Pyk2 oligo antag	VCAM1 TNFa inh	IL1B cytotox
CC(C(=O)Nc1ccc(Br)cc1C(=O)c1ccccc1)N1CCCCC1 (centres undefined)	/	/	20	-9	/	/	1.3	2	-6
O=C1CCCN1C(=O)c1cncc(Br)c1	93	1	6	-19	87	90	0.59	23	6
O=C(c1cc(Br)ccc1Cl)N1CCC2(CC1)OCCO2	96	1	-21	-1	103	97	-0.98	10	-102
